zVAD death inh: L929 zVAD cell death inhibition | L929 zVAD necroptosis rescue, ATP luminescence, 24 h; with zVAD 60 µM | viability rescue, % at 10 µM | actives 0.38% (n = 220,000);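 active = activation, scaled between plate controls, above about 75%, limit read from the data; inactive = activation under that limit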;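 also: 0% = zVAD with DMSO and 100% = DMSO alone without zVAD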
TNF necrop inh: TNF-alpha cell death inhibition in Jurkat FADD-/- cells | Jurkat FADD-/- TNF necroptosis rescue, ATP luminescence, 24 h; 0 = TNF only, 100 = no-TNF cells | activation (protection from cell death), % at 10 µM | actives 0.068% (n = 220,000);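 active = activation, meaning protection from cell death, of at least 50% relative to plate controls; inactive = activation below 50%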;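 also: necroptosis triggered by 40 ng/mL TNF-alpha added together with compound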
PGE2 EP2 inh: EP2 receptor (human) inhibition; actives 0.52% (n = 260,000); inhibition, % at 25 µM; C6 glioma cells expressing human EP2, cAMP TR-FRET; cells stimulated with saturating PGE2; AID 1422; P43116;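 active = percent inhibition above 40 after rounding to a whole number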;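 also: rat C6 glioma host cells with rolipram phosphodiesterase inhibitor present; the protocol text gives 20 µM as final concentration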
Target sequence (P43116 whole entry, looked up): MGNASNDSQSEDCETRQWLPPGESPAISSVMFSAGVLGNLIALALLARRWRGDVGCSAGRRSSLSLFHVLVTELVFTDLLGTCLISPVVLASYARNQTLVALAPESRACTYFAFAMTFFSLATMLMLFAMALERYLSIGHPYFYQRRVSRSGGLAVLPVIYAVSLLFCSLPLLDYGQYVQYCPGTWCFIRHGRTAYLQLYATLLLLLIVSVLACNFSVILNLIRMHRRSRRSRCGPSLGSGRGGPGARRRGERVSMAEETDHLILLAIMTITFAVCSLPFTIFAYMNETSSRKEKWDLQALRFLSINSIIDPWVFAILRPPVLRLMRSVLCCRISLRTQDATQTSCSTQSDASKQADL
Hck-Nef inh: blocks Nef-activated human Hck kinase. Recombinant Hck-YEEI plus Nef, Z-Lyte FRET kinase assay. inhibition, % at 20 µM. actives 0.68% (n = 220,000);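 active = Hck-Nef kinase inhibition above about 50%, limit read from the data; inactive = inhibition below that limit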;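 also: 0% = DMSO with Hck plus Nef and 100% = Hck alone without Nef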
Target sequence (P08631 whole entry, looked up): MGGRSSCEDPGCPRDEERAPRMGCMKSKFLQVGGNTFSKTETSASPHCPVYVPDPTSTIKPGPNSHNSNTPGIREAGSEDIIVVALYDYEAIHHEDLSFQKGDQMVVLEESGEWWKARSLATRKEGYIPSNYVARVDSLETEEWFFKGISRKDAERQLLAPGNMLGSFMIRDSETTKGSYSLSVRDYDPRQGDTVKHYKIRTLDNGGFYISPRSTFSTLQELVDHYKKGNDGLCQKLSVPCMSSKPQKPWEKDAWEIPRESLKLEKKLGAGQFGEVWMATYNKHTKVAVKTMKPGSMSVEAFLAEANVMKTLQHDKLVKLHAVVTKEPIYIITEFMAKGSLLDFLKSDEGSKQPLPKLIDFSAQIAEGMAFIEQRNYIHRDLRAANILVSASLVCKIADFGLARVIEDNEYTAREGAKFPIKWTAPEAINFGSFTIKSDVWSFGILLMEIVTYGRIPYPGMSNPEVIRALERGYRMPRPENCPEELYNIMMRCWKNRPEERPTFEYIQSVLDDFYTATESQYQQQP
Runt-SMMHC FRET: blocks binding of human RUNX1 Runt domain to CBFb-SMMHC. Cerulean-Runt/Venus-CBFb-SMMHC FRET ratio 530/480, 1 h. actives 0.74% (n = 220,000). Q01196+Q13951. inhibition, % at 20 µM;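 active = mean inhibition across duplicate retests at 20 µM reaching about 50%, limit read from the data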;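 also: 0% = DMSO wells and 100% = wells with excess untagged CBFb-SMMHC; inhibitors lower the FRET ratio by blocking Runt binding to CBFb-SMMHC; some results filed as inactive read as strong as hits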
Runt-CBFb FRET: blocks binding of human RUNX1 Runt domain to CBFb; Cerulean-Runt/Venus-CBFb FRET ratio 530/480, 1 h; inhibition, % at 20 µM; actives 0.46% (n = 220,000); AID 1496;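 active = inhibition over about 50% at 20 µM in the single-dose screen, limit read from the data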;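 also: 0% = DMSO wells and 100% = excess unlabeled CBFb competitor control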
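test system = Cerulean-tagged RUNX1 Runt domain (FRET donor) fusion protein | reagent = Venus-CBFb binding partner, 100 nM | incubation = protein complex preformed 1 h, compound exposure 1 h, room temperature, dark | detection = FRET fluorescence | read-out basis = loss of energy transfer signal | controls = 5 µM unlabeled CBFb as full-inhibition high control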
PERK inhibitor: blocks human PERK kinase | Q9NZJ5 | CHO PERK-DD fusion, SEAP luminescence translation reporter | inhibition, % at 5.6 µM | actives 0.17% (n = 220,000) | AID 1416;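 active = inhibition above the mean inhibition of all tested compounds plus 3 SD, set separately per screening campaign, cut at about 2.9% in these data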;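 also: PERK kinase domain activated by AP20187 dimerizer at 100 nM; 0% = DMSO with dimerizer and 100% = rapamycin at 8.4 µM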
RBBP9 inhibitor: human RBBP9 hydrolase inhibition; O75884; actives 0.2% (n = 220,000); inhibition, % at 7.94 µM; recombinant RBBP9, FP-Rh probe fluorescence polarization;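 active = inhibition above the campaign mean of all tested compounds plus 3 SD, cut at about 14% in these data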;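 also: plate controls were DMSO wells with RBBP9 for no effect and wells lacking RBBP9 protein for full effect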
Target sequence (O75884 whole entry, looked up): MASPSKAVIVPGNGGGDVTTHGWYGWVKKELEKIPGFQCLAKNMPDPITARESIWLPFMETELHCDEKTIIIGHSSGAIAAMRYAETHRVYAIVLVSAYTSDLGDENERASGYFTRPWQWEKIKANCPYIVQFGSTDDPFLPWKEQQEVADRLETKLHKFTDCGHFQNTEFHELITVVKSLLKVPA
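Measured by: FP readout at 525/598 nm; material: recombinant human RBBP9; also added: Serine-hydrolase probe FP-Rh, 375 nM pre-mixing; medium: Tris buffer pH 8.0, NaCl, Pluronic; replication: one well per compound; doses: one concentration, 7.94 µM nominal, 0.794% DMSO; timing: preincubation 30 min plus labeling 45 min at 25 °C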
EP2 modulator: EP2 receptor (human) modulation | P43116 | EP2-expressing cells, cAMP HTRF FRET, PGE2 co-stimulation | induction, % at 25 µM | actives 0.83% (n = 260,000) | AID 940;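 active = compounds whose cAMP rise, as percent of the full-agonist control response, exceeds 60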;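 also: rat C6 glioma line stably carrying human EP2 under a CMV promoter; the protocol text gives 20 µM as final concentration; 100% = response of wells given 1 µM PGE2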
Starred values were filed as active, the others as inactive; nt = no result given; & = joins results of further samples. The list is partial, so the mix of outcomes need not match the whole.

SMILES	zVAD death inh	TNF necrop inh	PGE2 EP2 inh	Hck-Nef inh	Runt-SMMHC FRET	Runt-CBFb FRET	PERK inhibitor	RBBP9 inhibitor	EP2 modulator
Cc1ccccc1-n1c(=O)cc(N2CCc3ccccc32)[nH]c1=O	0.6	-0.4	8	3	-2	2	0.3	-4	8
Cc1cc(NC(=O)c2cnc3ccccn3c2=O)no1	1.8	0.7	nt	8	nt	nt	-0.7	-4	nt
CCCCCC(=O)N/N=C/c1cc(Br)c(O)c(OC)c1	0.2	1.7	10	2	16	4	-0.4	-8	-20
C=CCNC(=S)NNC(=O)COc1ccc2cc(Br)ccc2c1	2.4	-0.1	10	22	2	11	0.1	-4	-25
Cc1ccc(C(F)(F)F)cc1NC(N)=S	0.4	-1.0	5	23	-4	3	0.1	-3	-17
O=S(=O)(c1ccc(Oc2ccc(Cl)cc2)c(S(=O)(=O)N2CCCCC2)c1)N1CCCCC1	0.4	2.1	5	0	0	nt	0.1	1	30
Cc1cccc(C)c1N1CCN(c2n[nH]c(N)n2)CC1	0.7	-0.3	6	5	3	-1	1.2	-10	22
Cc1csc(SCC(=O)N2CCCC2)n1	-0.1	-1.9	12	5	-1	0	1.6	-3	16
CCOC(=O)c1cccc(NC(=O)Cn2cnc3c2c(=O)n(C)c(=O)n3C)c1	-0.1	-0.6	5	1	-2	-1	-0.9	-6	13
O=C(O)/C=C/c1ccc2noc(-c3ccccc3)c2c1	1.1	-0.6	15	32	22	19	1.6	-4	30
CCOC(=O)CSc1nc(N)c(C(=O)Nc2ccc(N(C)C)cc2)s1	3.0	-2.9	9	1	0	5	0.1	4	-27
CCc1cc2c(=O)c(Oc3ccccc3)c(C)oc2cc1O	-0.5	-7.0	8	4	9	2	0.0	-5	7
Cn1c(=O)[nH]c(=O)c2c1nc(Sc1nc3ccccc3s1)n2Cc1ccccc1	-0.1	-5.3	8	12	-2	-3	-1.5	-4	43
CN(C[C@H](Cc1ccccc1)N(C[C@H](Cc1ccccc1)N(CCc1cc(C(F)(F)F)cc(C(F)(F)F)c1)N=O)N=O)N=O	1.9	1.2	0	-3	-2	-7	1.6	0	-15
O=C(N/N=C/c1ccc(-c2ccccc2Cl)o1)c1ccccc1	15	-3.9	11	-34	0	0	1.2	-9	-56
Cc1ccc2nc(C3CCN(CC(=O)N4CCCCCC4)CC3)[nH]c2c1	0.6	-0.9	4	0	4	0	-0.5	-6	4
CCC(C)(C(=O)NC1CCCCC1)N(CC1CCCO1)C(=O)CNC(=O)c1ccccc1 (stereo unspecified)	-0.6	0.8	12	2	-1	2	-0.1	11	13
CC(=O)Nc1ccc(S(=O)(=O)N2CCCC(C(=O)O)C2)cc1 (stereo unspecified)	1.2	-0.2	-1	-3	-5	0	-1.2	-11	20
CSCCC(NC(=O)c1ccccc1)c1nc(-c2ccccc2)no1 (stereo unspecified)	0.8	0.9	11	2	3	-1	-2.0	-1	-15
FC(F)(F)COc1nc(N2CCCCC2)nc(N2CCNCC2)n1	0.0	0.1	8	2	2	1	-1.1	-7	11
O=C(OCC#CCSc1nc2ccccc2o1)c1ccco1	0.0	-3.0	9	3	-1	-1	1.3	-2	18
Cc1cccc(C2=NC(C(F)(F)F)(C(F)(F)F)c3c(n(-c4ccc(F)cc4)c(=O)[nH]c3=O)N2)c1	0.8	0.4	10	0	1	-3	0.1	9	-21
Cc1cc(C)n2[nH]c(=O)c(N=Nc3cccc(C(F)(F)F)c3)c2n1	0.1	-2.1	7	0	-1	-4	-0.3	-2	22
CCn1c(SCC(=O)NCC(=O)Nc2ccc(F)cc2)nnc1-c1cccs1	-0.1	-1.8	2	2	1	0	0.4	-9	-3
Cn1c(=O)c2nnn(/N=C(\c3ccccc3)C3CC3)c2n(C)c1=O	0.4	-2.0	6	1	-5	0	0.2	-10	28
CN1CCc2c(OCC(=O)N3N=C(c4cccs4)CC3c3ccc(F)cc3)cccc2C1=O (stereo unspecified)	-0.5	-8.1	9	1	-4	-4	-0.6	-8	29
CCCCNC(=O)Nc1ccnn1C1CCCCC1	1.4	1.4	9	-12	-6	0	0.7	-6	14
Cc1cc2occ(CC(=O)O)c2cc1C	0.8	1.2	7	2	5	-2	0.1	-8	20
CCCCOc1ccccc1C1NC(=O)NC(C)=C1C(=O)OCCOC (stereo unspecified)	0.5	0.8	5	0	nt	nt	-0.3	2	nt
COc1ccc(-c2nc(N)n(C(=O)c3ccccc3Cl)n2)cc1	0.6	0.2	5	1	5	-2	0.1	-6	-22
O=C(NC(=S)Nc1ccc(N2CCCC2)cc1)c1ccccc1[N+](=O)[O-]	0.6	0.9	6	5	8	2	-0.1	-12	14
COc1ccc(S(=O)(=O)N(C)CC(=O)N2CCOCC2)cc1Cl	nt	0.3	5	-6	-5	0	0.4	-6	2
O=C(NC1CCCCC1)N1CCCC(c2nc3ccccc3[nH]2)C1 (stereo unspecified)	0.3	-3.7	5	1	-1	1	1.1	-1	-21
O=C(O)CSc1nnc(-c2ccncc2)n1CCc1ccccc1	1.0	1.7	4	0	4	1	-0.1	-3	-3
COc1ccccc1CN1CCN(Cc2nc(-c3cccs3)no2)CC1	0.7	0.8	3	4	-1	-1	2.3	-4	11
c1ccc(COc2cccc(CNCc3ccccn3)c2)cc1	-0.7	1.0	10	-7	4	1	1.1	-3	-48
COc1ccc(NC(=O)/C(C#N)=C/c2ccc(Sc3nncn3C)c([N+](=O)[O-])c2)cc1	-2.1	-5.4	12	8	2	2	1.5	-3	-37
Cc1nccc(-c2sc(-c3cccs3)nc2C)n1	0.3	-0.9	3	86*	21	10	0.7	0	2
O=C(NCCN1CCCC1)c1ccc(CS(=O)(=O)c2c(Cl)cccc2Cl)o1	0.7	1.9	10	-1	-7	2	1.5	-8	3
CC(=O)Nc1sc2c(c1C(c1ccccc1Cl)N1CCN(CCO)CC1)CCCC2 (stereo unspecified)	-0.5	-1.7	8	18	0	-2	-0.9	-3	-21
CCOC(=O)c1[nH]c(C)c(C(=O)c2ccc(C)cc2)c1C	-0.4	-21	3	-3	2	-2	-0.1	-4	30
Cc1sc(NC(=O)CSc2nnc(-c3ccc(F)cc3)o2)c(C#N)c1C	1.5	1.8	9	6	0	-2	-0.3	-6	18
CCOC(=O)CSCC(=O)Nc1nnc(-c2cccc([N+](=O)[O-])c2)s1	nt	-3.0	11	0	1	-1	-0.4	-4	24
COC(=O)c1c(N2C(=O)CCC2=O)sc2c1CCCC2	0.2	-0.8	9	5	1	2	1.3	-7	-5
Cc1cc(C)n(CCSCC(=O)O)n1	1.1	0.8	16&11	-1	1	-3	0.0	-1	2&-4
COc1cc(/C=C/C(=O)O)cc(S(=O)(=O)Nc2cccc(SC)c2)c1OC	0.2	1.9	4	2	2	-2	0.9	-6	22
COc1cc(NC(=S)NC(=O)c2ccc(C(C)(C)C)cc2)ccc1NC(=O)c1cccs1	7.7	-0.8	7	5	-14	-9	0.7	-17	43
Cc1ccc2nc(SCC(=O)N3c4ccccc4CC3C)c(C)cc2c1 (stereo unspecified)	0.1	2.8	14	4	2	3	1.1	2	42
COc1ccc(N(C)S(=O)(=O)c2ccc(Cl)c(C(=O)NCCc3ccc(Cl)cc3)c2)cc1	0.2	0.3	9	14	-2	1	-0.4	-5	-23
CCn1c(SCC(=O)OC)nnc1-c1c[nH]c2ccccc12	-0.5	1.1	9	4	2	0	0.3	-9	-13
New compounds follow:
SMILES	zVAD death inh	TNF necrop inh	PGE2 EP2 inh	Hck-Nef inh	Runt-SMMHC FRET	Runt-CBFb FRET	PERK inhibitor	RBBP9 inhibitor	EP2 modulator
COc1cccc(Nc2nc(N)c([N+](=O)[O-])c(NCc3ccccc3)n2)c1	0.0	-8.3	6	20	2	-3	-1.0	-13	42
COc1ccccc1NC(=O)CSc1nc2ccccc2n1C(C)=O	0.4	-0.7	3	1	0	-2	-1.1	0	15
CCOc1ccccc1C(=O)Nc1nccs1	0.1	-15	10	1	-1	0	-0.5	-7	-17
COC(=O)c1ccc(CNC(=O)COC(=O)C23CC4CC(CC(C4)C2)C3)cc1	1.0	2.3	2	5	1	0	0.2	-5	17
CCCc1ccc(C#N)c(SC2CC(=O)N(c3ccc(OC)cc3)C2=O)n1 (stereo unspecified)	34	1.2	7	19	-6	2	0.6	-1	-8
CCOC(=O)C(Sc1nn(C)c(=S)s1)C(C)=O (stereo unspecified)	0.6	1.1	2	1	-2	4	0.8	-6	0
Cc1ccccc1NC(=O)c1ccccc1NC(=O)c1ccco1	0.4	-0.5	8	-4	1	-1	-0.9	-7	3
O=C(c1cc2nc(-c3ccco3)cc(C(F)(F)F)n2n1)N1CCN(c2ccccn2)CC1	1.0	-7.2	6&7	0	0	1	-0.5	0	-4&-11
O=C(Nc1ccc(S(=O)(=O)Nc2ccccc2)cc1)c1ccc(CN2CCOCC2)cc1	1.2	-6.6	12	2	-2	-2	-1.7	-14	-67
Cc1[nH]c(=O)[nH]c(=O)c1CSCC(=O)OCC(=O)Nc1ccccn1	-0.6	1.4	5	20	-2	-1	0.5	3	7
O=C(NC1CCCC1)c1ccc(CN2CCOCC2)cc1	0.9	0.4	13	0	-6	1	0.3	-5	33
O=C1NC(Cc2c[nH]c3ccccc23)C(=O)N1CCOc1ccccc1 (stereo unspecified)	0.9	45	17	1	2	0	0.0	-4	-5
Cc1cccc(N/C(N)=N/c2nc(C)cc(C)n2)c1	0.0	0.9	10	0	5	2	-0.3	-15	-6
c1ccc(-c2nnc(-c3ccco3)n2-c2ccccc2)cc1	-0.3	-0.9	14	0	8	8	-0.3	-2	22
COc1ccc(/C=N/NC(=O)Nc2cccc3nsnc23)cc1	3.1	1.8	7	3	7	-23	0.5	3	-2
COc1ccc(Cl)cc1N(CC(=O)N1CCN(Cc2ccccc2)CC1)S(C)(=O)=O	0.1	-0.2	10	0	5	-6	-0.2	-5	-2
O=C(Cn1c(-c2ccc(Cl)cc2)noc1=O)N1CCN(c2ccccc2F)CC1	-0.4	-5.8	12	2	-1	-3	-1.0	-4	2
Cc1ccc2nc(N3CCN(Cc4ccc(F)cc4)C3=O)c(C)cc2c1	3.5	-1.1	13	0	2	-1	-0.4	-4	-21
CCSc1nnc(NC(=O)Cc2ccc(OC)cc2)s1	-0.1	0.3	27	0	-3	nt	-0.3	-12	26
CCCn1c(-c2cc(OC)c(OC)c(OC)c2)nc2nc3ccccc3nc21	0.0	-3.8	4	8	6	nt	-0.2	-7	-2

Ordered by molecular weight (rising): 3 of the compounds above
SMILES	zVAD death inh	TNF necrop inh	PGE2 EP2 inh	Hck-Nef inh	Runt-SMMHC FRET	Runt-CBFb FRET	PERK inhibitor	RBBP9 inhibitor	EP2 modulator
c1ccc(-c2nnc(-c3ccco3)n2-c2ccccc2)cc1	-0.3	-0.9	14	0	8	8	-0.3	-2	22
CCSc1nnc(NC(=O)Cc2ccc(OC)cc2)s1	-0.1	0.3	27	0	-3	nt	-0.3	-12	26
CCCn1c(-c2cc(OC)c(OC)c(OC)c2)nc2nc3ccccc3nc21	0.0	-3.8	4	8	6	nt	-0.2	-7	-2

Screens as filed in PubChem.
